# Rin1 Abl inh: inhibitors of Rin1-Abl protein binding, primary screen, biochemical, TR-FRET; inhibition, % at 7.35 µM; 0.4% of 360,000 active; AID 588664, 2011; in the data active means inhibition above about 5%, passing the limit was not always enough
# Rpn11 block: Rpn11 (PSMD14) deubiquitinase inhibitors, primary screen, biochemical, fluorescence polarization, uHTS; calls only at 20 µM; 0.59% of 360,000 active; 26S proteasome non-ATPase regulatory subunit 14 (Homo sapiens), O00487; human 26S proteasome, Ub4-pepOG fluorescence polarization; 20S core pre-blocked with epoxomicin;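 active means inhibition at 20 µM, scaled to each plate's controls, above about 33%, limit read from the data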
# Target sequence (O00487 whole entry, looked up): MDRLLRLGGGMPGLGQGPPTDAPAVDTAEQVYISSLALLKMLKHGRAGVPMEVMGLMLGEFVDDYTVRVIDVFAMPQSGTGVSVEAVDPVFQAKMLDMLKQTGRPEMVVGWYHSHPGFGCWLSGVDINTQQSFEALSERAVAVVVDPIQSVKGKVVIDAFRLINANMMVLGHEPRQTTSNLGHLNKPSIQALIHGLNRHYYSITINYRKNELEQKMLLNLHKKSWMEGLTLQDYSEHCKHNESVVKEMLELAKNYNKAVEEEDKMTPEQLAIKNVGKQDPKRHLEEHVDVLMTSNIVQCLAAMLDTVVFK
# Neddyl block: inhibitors of cullin neddylation, primary screen, biochemical, TR-FRET, uHTS, NAE and Ubc12. calls only at 25 µM. 0.58% of 360,000 active; in the data active means inhibition above about 36%
# CSN deneddyl inh: inhibitors of CSN-mediated cullin deneddylation, primary screen, biochemical, fluorescence polarization, uHTS | COP9 signalosome complex subunit 5 (Homo sapiens), Q92905 | Purified CSN, SCF-Nedd8-OG deneddylation | inhibition, % at 12.5 µM | 0.38% of 360,000 active | AID 651999, 2013;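 active means pattern-corrected inhibition above about 35%, with an unprinted fluorescence ratio check between 0.5 and 1.5, limit read from the data, passing the limit was not always enough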;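 further: 0% = enzyme with substrate and 100% = substrate without enzyme; some results filed as inactive read as strong as hits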
#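 assay system = purified human Csn5 enzyme expressed in HEK293T cells | amount = 0.24 nM enzyme | buffer or medium = Tris/NaCl/DTT buffer, pH 7.5 | reagent = 10 nM SCFSkp2-Nedd8OG | compound = one concentration, 12.5 µM, 0.25% DMSO | times = 90 min reaction at room temperature | signal = FP | read-out basis = % inhibition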
# SKN-1 block: suppressors of acrylamide-induced Pgst-4::GFP reporter in worms, primary screen, SKN-1 inhibitor project, whole organism, uHTS, GFP/RFP fluorescence ratio, strain VP596 | C. elegans VP596 Pgst-4::GFP/RFP ratio, 24 h | inhibition, % at 21.8 µM | 0.49% of 360,000 active;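 active means interference check ratio from 0.5 to 1.5 plus GFP to RFP signal ratio inhibition reaching or exceeding a fixed threshold, cut at about 30% in these data, passing the limit was not always enough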; further: some compounds called inactive have numbers as strong as hits
# PABP1 MLLE inh: inhibitors of PABP1 MLLE–PAM2 peptide binding, primary screen, biochemical, fluorescence polarization, FITC-PAM2, GST-MLLE | Polyadenylate-binding protein 1 (Homo sapiens), P11940 | inhibition, % at 20 µM | 0.36% of 360,000 active; in the data active means inhibition above about 35%, passing the limit was not always enough;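 further: plate controls were DMSO wells with GST-MLLE for no effect and wells lacking GST-MLLE protein for full effect; some results filed as inactive read as strong as hits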
# Target sequence (P11940 whole entry, looked up): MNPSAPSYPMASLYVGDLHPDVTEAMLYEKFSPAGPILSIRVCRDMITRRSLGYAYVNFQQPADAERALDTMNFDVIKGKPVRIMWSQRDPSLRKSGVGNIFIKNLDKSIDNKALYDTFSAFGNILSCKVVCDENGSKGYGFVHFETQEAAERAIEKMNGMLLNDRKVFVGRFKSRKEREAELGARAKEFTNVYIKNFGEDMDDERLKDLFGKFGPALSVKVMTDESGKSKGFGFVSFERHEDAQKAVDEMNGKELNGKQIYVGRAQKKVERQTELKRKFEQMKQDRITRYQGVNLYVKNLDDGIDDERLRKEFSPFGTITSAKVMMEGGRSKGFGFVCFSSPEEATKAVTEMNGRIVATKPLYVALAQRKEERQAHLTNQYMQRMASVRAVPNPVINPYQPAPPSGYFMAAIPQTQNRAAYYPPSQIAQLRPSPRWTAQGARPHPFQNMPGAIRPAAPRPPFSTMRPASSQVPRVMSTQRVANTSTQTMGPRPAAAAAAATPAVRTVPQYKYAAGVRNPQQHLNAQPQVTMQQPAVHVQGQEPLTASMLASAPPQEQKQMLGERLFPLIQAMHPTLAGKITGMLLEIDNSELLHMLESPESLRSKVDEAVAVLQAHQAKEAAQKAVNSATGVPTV
# NadD inh: inhibitors of S. aureus NadD, primary screen, biochemical, colorimetric, uHTS; Nicotinate-nucleotide adenylyltransferase NadD (Staphylococcus aureus N315); 0.78% of 360,000 active; AID 602399, 2012; inhibition, % at 20 µM; purified NadD enzyme, colorimetric absorbance read-out; in the data active means inhibition above about 26%; further: some compounds past the cut are filed as inactive
# FAS-TE inh: FAS thioesterase domain inhibitors, primary screen, biochemical, fluorescence intensity, uHTS. 0.67% of 360,000 active. AID 602261, 2012. Fatty acid synthase (Homo sapiens), P49327. recombinant FAS-TE, OMFH fluorogenic substrate, fluorescence endpoint. inhibition, % at 15 µM;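 active means compounds whose normalised, plate-corrected inhibition of enzyme fluorescence in the single-dose primary screen is 50% or more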;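 further: 0% = DMSO with enzyme and 100% = substrate without enzyme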
# MT1-MMP act inh: blockers of MT1-MMP proenzyme processing, primary screen, HT1080 RFP-PRO-GFP cells, GFP/RFP fluorescence; Matrix metalloproteinase-14 (Homo sapiens), P50281; GFP/RFP ratio fluorescence, overnight; percent of plate control window, DMSO zero; GFP/RFP ratio change, % at 20 µM; 0.061% of 360,000 active; AID 651647, 2012;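 active means GFP/RFP ratio change of at least 30% with cell ATP level not reduced by more than half and red fluorescence within 50% of control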; further: strong numbers were not always called active
#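 Assay system: RFP-PRO-GFP reporter HT1080 cells; read-out basis: GFP/RFP fluorescence ratio; benchmarks: DMSO wells and RFP-L50D-GFP cells; doses: 20 µM single dose, 1% DMSO; schedule: overnight cell settling, then overnight compound exposure, 37 °C, 5% CO2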
# An asterisk follows results filed as active; i = inactive; · = not tested or not shown.
No.	SMILES	Rpn11 block	CSN deneddyl inh	Rin1 Abl inh	NadD inh	PABP1 MLLE inh
1	CC(C)N1CN(c2ccccc2)C(=S)N(c2ccccc2)C1	i	1	-1	-9	-4
2	Cc1cc(-c2nnnn2-c2ccc(C(F)(F)F)cc2)no1	i	-1	0	-3	-10
3	C[C@H](CO)N1C[C@H](C)[C@@H](CN(C)S(=O)(=O)c2cn(C)cn2)Oc2ccc(NC(=O)Cn3cnnn3)cc2C1=O	i	-4	2	-3	0
4	O=C(O)c1ccc(-n2ncc(Cl)c(Cl)c2=O)cc1	i	3	2	-5	-6
5	CCN(CC)CCNC(=O)c1cc(S(=O)(=O)N2CCc3ccccc32)cn1C	i	-4	-1	-2	6
6	CCCCCCOc1ccc(C(CC(=O)NC)C(=O)O)cc1 (centres undefined)	i	-10	-1	-1	-4
7	COC(=O)c1c(NC(=O)C(C)C)sc(C(=O)N2CCOCC2)c1C	i	2	-1	-15	17
8	Cc1ccc2cccc(SCC(=O)Nc3ccc(F)cc3)c2n1	i	-3	2	-5	-2
9	CCOC(=O)c1c(C)[nH]c(/C(C)=N/NC(=O)c2cccnc2)c1C	i	-2	2	2	5
10	COc1ccc(-n2nc3c(N4CCC(C(=O)NCCc5ccco5)CC4)nnc(C)c3c2C)cc1	i	11	-1	3	-10
11	C/C(=N\Nc1nc2ccccc2s1)c1ccc2c(c1)OCO2	i	-1	6	-3	7
12	O=C(CSc1ncnc2c1oc1ccccc12)Nc1cccc(C(F)(F)F)c1	i	5	-182	-3	-3
13	CCC(C(=O)N1CCOCC1)n1c2ccccc2c2nc(=O)cc(C)n21 (centres undefined)	i	-2	3	1	-1
14	COc1ccccc1NC(=O)Nc1nc(C(N)CCc2ccccc2)cs1 (centres undefined)	i	6	2	11	-17
15	O=C(C1CCCCC1)N1C[C@@H](n2cc(-c3ccc(F)cc3)nn2)[C@H](O)C[C@@H]1c1ccccc1	i	1	0	-3	-5

No.	FAS-TE inh	Neddyl block	SKN-1 block	MT1-MMP act inh
1	-5	i	15	2
2	1	i	-5	-1
3	-17	i	11	5
4	-4	i	16	-1
5	-7	i	0	2
6	-2	i	-18	-1
7	-4	i	11	-1
8	3	i	16	-1
9	-7	i	8	6
10	10	i	9	5
11	18	i	13	1
12	11	i	-4	2
13	-6	i	-29	0
14	-16	i	-9	-9
15	9	i	11	5

# (listing goes on)
No.	SMILES	Rpn11 block	CSN deneddyl inh	Rin1 Abl inh	NadD inh	PABP1 MLLE inh
16	CCOC(=O)NC(NCc1cccc(C(F)(F)F)c1)(C(F)(F)F)C(F)(F)F	i	-10	1	-2	2
17	CCCc1ccc(C(=O)/C=C/N(C)C)cc1	i	-2	-1	-5	7
18	CCN(CC)CCNC(=O)c1ccccc1N	i	3	1	14	2
19	Cc1ccc(NC(=O)CCN2C(=O)NC3(CCCC3)C2=O)cc1	i	-5	6	-3	-13
20	Cc1ccc(NC(=O)c2cc(NC(=O)c3ccco3)ccc2N2CCCCC2)cc1	i	1	-6	12	-11
21	CC(CN1CCCC1)C(=O)NN (centres undefined)	i	-7	1	-2	1
22	CCCCNC(=O)C1(C)CCN1C(=O)CSc1ccccc1 (centres undefined)	i	-2	-2	-5	12
23	COc1cccc(-c2noc(CCC(=O)NCCc3ccccc3)n2)c1	i	2	2	-7	0
24	Cc1nnc2sc(SCC(=O)Nc3ccc(Br)cc3)nn2c1=O	i	0	3	-3	21
25	CCC1(c2ccccc2)NC(=O)N(CC(=O)Nc2ccccc2C(=O)N2CCCCC2)C1=O (centres undefined)	i	-2	1	-5	-14
26	O=C(Cn1cc(COc2ccccc2C(F)(F)F)nn1)c1ccc(O)cc1	i	-3	1	-1	8
27	COC(=O)C1CCN(C(=O)c2ccc(OC3CCN(Cc4ccccn4)CC3)cc2)CC1	i	1	-2	-2	2
28	CC(C)(C)NCC(O)CON=C1c2ccccc2-c2ccccc21 (centres undefined)	i	2	-3	-12	-13
29	COc1ccc(-n2cc(CN(C)C3CCOCC3)c(-c3cccc(F)c3)n2)cc1	i	-10	-5	-8	1
30	COc1cccc(C(NC(C)=O)c2nc(-c3cnn(C)c3)cs2)c1 (centres undefined)	i	1	-2	-4	-6

No.	FAS-TE inh	Neddyl block	SKN-1 block	MT1-MMP act inh
16	4	i	3	0
17	-4	i	-3	-5
18	-5	·	0	5
19	-6	i	-4	4
20	0	i	-1	6
21	-2	i	-7	-1
22	-8	i	-4	2
23	4	i	16	4
24	-6	i	4	-4
25	-9	i	-17	0
26	-8	i	-1	-2
27	-4	i	19	-5
28	-7	i	8	-7
29	8	·	13	1
30	-1	i	5	7

# Exported with values under each structure: entries from further up.
# Order of results: Rpn11 block | CSN deneddyl inh | Rin1 Abl inh | NadD inh | PABP1 MLLE inh | FAS-TE inh | Neddyl block | SKN-1 block | MT1-MMP act inh
5: CCN(CC)CCNC(=O)c1cc(S(=O)(=O)N2CCc3ccccc32)cn1C
  i | -4 | -1 | -2 | 6 | -7 | i | 0 | 2
6: CCCCCCOc1ccc(C(CC(=O)NC)C(=O)O)cc1 (centres undefined)
  i | -10 | -1 | -1 | -4 | -2 | i | -18 | -1
7: COC(=O)c1c(NC(=O)C(C)C)sc(C(=O)N2CCOCC2)c1C
  i | 2 | -1 | -15 | 17 | -4 | i | 11 | -1
8: Cc1ccc2cccc(SCC(=O)Nc3ccc(F)cc3)c2n1
  i | -3 | 2 | -5 | -2 | 3 | i | 16 | -1

# Copied from the list.
# PABP1 MLLE inh with `O=C(Cn1cc(COc2ccccc2C(F)(F)F)nn1)c1ccc(O)cc1` is entered as 8
# MT1-MMP act inh with `COc1cccc(C(NC(C)=O)c2nc(-c3cnn(C)c3)cs2)c1` (centres undefined) is entered as 7
# Rin1 Abl inh with `Cc1nnc2sc(SCC(=O)Nc3ccc(Br)cc3)nn2c1=O` is entered as 3
# Rin1 Abl inh with `CC(C)(C)NCC(O)CON=C1c2ccccc2-c2ccccc21` (centres undefined) is entered as -3
# MT1-MMP act inh with `Cc1ccc(NC(=O)CCN2C(=O)NC3(CCCC3)C2=O)cc1` is entered as 4

# Next part.
No.	SMILES	Rpn11 block	CSN deneddyl inh	Rin1 Abl inh	NadD inh	PABP1 MLLE inh
31	Cc1sc(NC(=O)c2ccco2)nc1-c1ccccc1	i	4	1	-5	-3
32	COc1ccccc1N1CCN(S(=O)(=O)c2ccc(-c3cnc(C4CC4)o3)cc2)CC1	i	-1	3	-2	12
33	Cc1nn(CC(O)COc2ccc3c(c2)CCC3)c(C)c1Br (centres undefined)	i	3	3	-1	5
34	COc1ccc(C)cc1Nc1nc(-c2ccccc2O)nc2ccccc12	i	2	1	2	-1
35	CCOC(=O)CSc1nc2sc3c(c2c(=O)n1CC)CC(C)(C)OC3	i	1	0	6	-8
36	O=C(NC(N1CCCCCC1)C(Cl)(Cl)Cl)c1ccccc1Cl (centres undefined)	i	2	-2	2	9
37	COc1ccc(OC)c2c1cc(C(=O)N[C@@H](C)C(=O)N[C@@H](C(=O)O)c1ccccc1)n2C	i	1	8	-4	2
38	CCCC(=O)Nc1ccc2c(c1)nc(CCN1CCN(c3ccccn3)CC1)n2C	i	1	0	-4	15
39	CC1C(=O)C(C)C(c2ccco2)NC1c1ccco1 (centres undefined)	i	-1	0	-8	-5
40	Cc1ccc(N2NC(=O)/C(=C/c3ccc(-c4ccc(Cl)c(C(=O)O)c4)o3)C2=O)cc1C	i	0	1	3	-11
41	C[C@H]1CN([C@@H](C)CO)C(=O)CCCn2nncc2CO[C@H]1CN(C)S(C)(=O)=O	i	-5	2	7	-4
42	O=C(CN1C(=O)NC2(CCc3ccccc32)C1=O)Nc1ccc(Br)cc1F (centres undefined)	i	0	1	2	-14
43	S=c1[nH]nc(-c2ccc3ccccc3n2)n1-c1ccccc1Cl	i	0	-1	13	-27
44	O=C(CSc1nnnn1-c1ccc(F)cc1)Nc1ccccc1F	i	5	4	1	-4
45	Cc1cc(NC(=O)CSc2nccn2-c2cccc(F)c2)no1	i	4	0	0	1

No.	FAS-TE inh	Neddyl block	SKN-1 block	MT1-MMP act inh
31	11	i	-12	2
32	44	i	0	1
33	29	i	8	-1
34	21	i	-12	-1
35	1	i	7	-1
36	0	i	15	-1
37	-4	·	-9	-1
38	0	i	-2	-1
39	-6	i	11	1
40	-7	i	-3	1
41	-7	i	0	3
42	16	i	1	2
43	-5	i	3	2
44	2	i	-3	2
45	-11	i	-12	4

# Down the list, from the results shown.
# Compounds 32–42 in PABP1 MLLE inh read 12, 5, -1, -8, 9, 2, 15, -5, -11, -4, -14
# Compounds 32–42 in Neddyl block read i, i, i, i, i, ·, i, i, i, i, i

# More compounds.
No.	SMILES	Rpn11 block	CSN deneddyl inh	Rin1 Abl inh	NadD inh	PABP1 MLLE inh
46	COc1ccc(CCC(=O)Nc2nnc(C(F)(F)F)s2)cc1	i	3	0	-6	-2
47	Cc1cc(C)c(NC(=S)N(CCN(C)C)Cc2cccs2)c(C)c1	i	-4	1	-4	-104
48	O=C(CN1C(=O)NC2(CCCCCCC2)C1=O)NCc1cccs1	i	4	3	-2	-3
49	CCC(C(=O)OCC(=O)c1ccc(OC)cc1OC)c1ccccc1 (centres undefined)	i	6	1	2	-6
50	Cc1cccnc1NC(=O)C1CCC1	i	-4	2	-5	8
51	CN(C)c1ccccc1-c1csc(N2CCC(C(N)=O)CC2)n1	i	0	0	-3	-2
52	Cc1ccc(NC(=O)c2cc([N+](=O)[O-])ccc2NCc2cccnc2)cc1	i	3	0	7	6
53	Cc1c(C(=O)NCc2ccccn2)oc2ccc(S(=O)(=O)N3CCC4(CC3)OCCO4)cc12	i	-2	5	-4	-5
54	CC(=O)Nc1ncc(Cc2ccc(Cl)cc2Cl)s1	i	5	0	-4	0
55	CSc1ccc(C(=S)N2CCCC2)cc1	i	1	1	2	38
56	O=c1[nH]c(=O)n(Cc2ccco2)c2c1C(C(F)(F)F)(C(F)(F)F)N=C(Cc1ccccc1)N2	i	1	0	3	5

No.	FAS-TE inh	Neddyl block	SKN-1 block	MT1-MMP act inh
46	2	i	0	4
47	3	i	7	-6
48	-1	i	-4	-2
49	30	i	-5	-3
50	-4	i	-7	1
51	-5	i	8	8
52	49	i	-4	-7
53	-5	i	11	0
54	3	i	13	4
55	-2	i	1	1
56	-3	i	-1	-46
